FBPA Giardia inh: qHTS Assay for Inhibitors of Fructose-1,6-bisphosphate Aldolase from Giardia Lamblia; A8B2U2; purified Giardia FBPA; Potency, µM (highest dose often 59.6 µM), for the others: top-dose activity, negative = inhibition, actives largely listed as inhibitors; actives 0.71% (n = 290,000); AID 2451, 2010; also: potency is read from the fitted curve at half-maximal effect; nearly all actives have a fitted effect of over 55% in size
Target sequence (A8B2U2 whole entry, looked up): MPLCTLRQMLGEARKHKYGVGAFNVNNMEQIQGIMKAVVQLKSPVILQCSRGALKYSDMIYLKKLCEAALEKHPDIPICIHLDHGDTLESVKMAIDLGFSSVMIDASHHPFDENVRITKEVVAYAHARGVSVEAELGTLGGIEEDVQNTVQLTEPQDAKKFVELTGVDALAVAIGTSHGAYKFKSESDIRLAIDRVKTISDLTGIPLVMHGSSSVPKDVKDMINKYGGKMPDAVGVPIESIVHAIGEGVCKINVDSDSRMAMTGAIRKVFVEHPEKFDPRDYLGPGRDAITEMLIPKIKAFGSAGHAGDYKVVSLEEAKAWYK
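40 nM FBPA preincubated 10 min at RT with compound (up to 57.5 uM final), then substrate plus GAPDH/TPI/NAD/arsenate coupling and diaphorase/resazurin added. Fluorescence read after 20 min at RT, 525/598 nm.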
AmpC inh detg: qHTS Inhibitors of AmpC Beta-Lactamase (assay with detergent) | actives 0.041% (n = 370,000) | Potency, µM (series often up to 114 µM), for the others: top-dose activity change, negative = inhibition, actives largely listed as inhibitors | P00811 | AmpC hydrolysis of nitrocefin, absorbance 480 nm, 0.01% Triton;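 also: potency is read from the fitted curve at half-maximal effect; 0% = no-compound wells and -100% = no-enzyme wells; nearly all actives have a fitted effect of over 25% in size; some results filed as inactive show a strong effect at the top dose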
Target sequence (P00811 whole entry, looked up): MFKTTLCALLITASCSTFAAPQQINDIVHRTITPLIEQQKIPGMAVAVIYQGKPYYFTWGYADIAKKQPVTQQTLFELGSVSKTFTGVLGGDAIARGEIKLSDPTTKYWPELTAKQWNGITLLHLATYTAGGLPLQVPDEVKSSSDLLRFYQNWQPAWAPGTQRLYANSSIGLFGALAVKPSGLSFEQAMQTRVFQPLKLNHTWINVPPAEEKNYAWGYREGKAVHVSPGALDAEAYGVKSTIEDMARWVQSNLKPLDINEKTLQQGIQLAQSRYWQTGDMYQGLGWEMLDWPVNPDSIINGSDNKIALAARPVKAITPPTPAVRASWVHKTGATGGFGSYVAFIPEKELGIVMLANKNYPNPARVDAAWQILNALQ
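AmpC (5.3 nM in the dispensed reagent) in 20 mM phosphate pH 7.0 with 0.01% (detergent screen) or 0.0001% Triton X-100 was preincubated with compounds for 15 min at room temperature. Nitrocefin was then added from an 800 uM solution, and hydrolysis was followed at 480 nm.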
Sm TGR block: qHTS Assay for the Inhibitors of Schistosoma Mansoni Peroxiredoxins | Schistosoma mansoni thioredoxin glutathione reductase (TGR), Q962Y6 | purified TGR, DTNB reduction, TNB absorbance 405 nm | Potency, µM (top dose mostly 114 µM), for inactives: at the highest dose activity change, negative = inhibition, most hits filed as inhibitors | actives 3% (n = 360,000) | AID 485364, 2010; also: potency is read from the fitted curve at half-maximal effect; nearly all actives have a fitted effect of over 60% in size
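TGR 20 nM + NADPH 100 uM (dispensed conc.), cpd preinc 15 min RT; start with NADPH (500 uM addition) then DTNB (15 mM addition). Kinetic TNB absorbance, 405 nm filter. Four-parameter Hill fit across titration.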
HCMV inh: qHTS Assay for inhibitors of the human cytomegalovirus (HCMV). HFF cells, HCMV-luciferase reporter, 72 h; active compounds read low. activity change, negative = inhibition, % at 57.5 µM. actives 4.5% (n = 410,000); in the data active = activity change below about -60%; inconclusive = no clear call, values can overlap the other calls; inactive = above about -39%
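Cell-based, HFFs, 1000 cells/well, 16 h 37C; cpds in DMSO + HCMV-luc, MOI 1 PFU/cell; 72 h 37C; OneGlo luminescence after 5 min RT; norm. to buffer vs Salinomycin 10uM.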
AmpC no deterg: qHTS Inhibitors of AmpC Beta-Lactamase (assay without detergent) | actives 0.52% (n = 330,000) | AmpC nitrocefin hydrolysis, absorbance 480 nm, 0.0001% Triton | Potency, µM (series often up to 57.1 µM), for inactives: at the top dose activity change, negative = inhibition, most hits filed as inhibitors;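 also: potency is read from the fitted curve at half-maximal effect; plate controls were no compound for no effect and no enzyme for full effect; nearly all actives have a fitted effect of over 20% in size; some results filed as inactive show a strong effect at the top dose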
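AmpC (5.3 nM in the dispensed reagent) in 20 mM phosphate pH 7.0 with 0.01% (detergent screen) or 0.0001% Triton X-100 was preincubated with compounds for 15 min at room temperature. Nitrocefin was then added from an 800 uM solution, and hydrolysis was followed at 480 nm.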
AMA1 RON2 block: qHTS for Inhibitors of AMA1-RON; Towards Development of Antimalarial Drug Lead: Primary Screen. AlphaScreen AMA1-biotinylated RON2 peptide binding. actives 0.2% (n = 360,000). Potency, µM (doses to about 58.2 µM), for the others: at the highest dose activity change, negative = inhibition, actives largely listed as inhibitors. Plasmodium falciparum AMA1 (3D7) - RON2 peptide interaction;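 also: potency is read from the fitted curve at half-maximal effect; 0% = vehicle wells and -100% = peptide control; nearly all actives have a fitted effect of over 45% in size; some results filed as inactive show a strong effect at the top dose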
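AMA1 (3D7) with his tag at 25 nM final met compounds first, then biotinylated RON2 peptide at 25 nM; detection used donor plus acceptor beads, 10 µg/mL apiece, read by AlphaScreen after 30 min at room temperature.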
* = called active by the depositor; ? = inconclusive; . = no result given; & = joins results of further samples; [ ] = another dose, or the depositor's remark. Unless noted, calls follow the shape of the dose curve; as a rule, active = well fitted curve in the direction sought with a large enough effect; inconclusive = small, poorly fitted or top-dose-only effect, or another doubt; inactive = no such curve, though single readings can be large; an effect the other way counts as inactive or inconclusive. Unless noted, % is scaled to controls: 0 for no effect and ±100 for the full control effect.

SMILES	FBPA Giardia inh	AmpC inh detg	Sm TGR block	HCMV inh	AmpC no deterg	AMA1 RON2 block
COC(=O)N/N=C/c1ccc(-c2ccc(Cl)cc2Cl)o1	2%	2%	-8%	20	-33%	-3%
O=C(O)CCCn1cc(NC(=O)COc2ccc([N+](=O)[O-])cc2)cn1	-10%	-2%	1%	-33	-27%	7%
O=C(O)C(Cc1ccccc1)N1C(=O)/C(=C/c2cccnc2)SC1=S (centres undefined)	-10%	-10%	1%	0	1%	3%
CCOC(=O)/C(N=O)=C(\O)C1CCN(C(=O)OCC)CC1	3%	-12%	-24%	17	0%	3%
Cc1ccc(NC(=O)CCCn2c(=O)c3cccn3c3ccccc32)cc1Cl	.	4%	-3%	5	.	.
Cc1nc(SCC(=O)c2ccc(Cl)cc2)c([N+](=O)[O-])[nH]1	3%	-13%	-3%	4	-50%	18%
Fc1ccc2nc(N3CCOCC3)sc2c1	0%	6%	2%	8	-5%	-6%
CC(C)CC1Nc2ccc(C(=O)NCCCN3CCCCC3C)cc2NC1=O (centres undefined)	.	2%	-9%	0	-18%	-3%
COc1ccccc1C(=O)COC(=O)COc1cccc2c1OC(C)(C)C2	.	4%	12%	-2	32%	-7%
Cc1[nH]c2ccc(-c3n[nH]c(=S)n3-c3ccc(Br)cc3)cc2c1C	0%	-6%	7%[57.1 µM]	-15	-26%	11%
C/C(Cc1ccccc1)=N\NC(=O)CNC(=O)c1cccc(F)c1	4%	-12%	-25%	-29	-9%	9%
COc1ccc(CCNC(=O)CSc2nnnn2-c2ccc(OC)c(OC)c2)cc1OC	2%	?	3%	-10	23%	3%
CCOc1ccc(-c2cc(C(F)(F)F)c(C#N)c(SCC(=O)Nc3ccccc3)n2)cc1	.	25%	0%	5	.	.
Cc1ccc2ncnc(Nc3ccccc3)c2c1	-7%	-4%	5%	-18	-29%	-1%
COc1cc(/C=N/NC(=O)c2ccc3c(c2)OCCO3)cc(Br)c1O	2%	-14%	-17%	22	-25%	4%
CC(=O)N1CCN(C(=O)c2cc3ccccc3o2)CC1	0%	-6%	-2%	?	-10%	-9%
CCOC(=O)c1c(NC(=O)CCCN2CCOCC2)sc2c1CC(C)(C)OC2	.	-1%	-23%	34	62%[activator]	-2%
Cc1ccc(NC(=O)c2ccc3c(c2)NC(=O)c2ccccc2S3)cc1	.	7%	3%	-71*	.	.
CCN1CCN(C(=S)Nc2ccc([N+](=O)[O-])cc2)CC1	-17%	8%	6%	15	-8%	-5%
CCOc1ccc(C(=O)N2CCc3cc(OC)c(OC)cc3C2)cc1OCC	-6%	-13%	-7%	37	38%	-2%
CNC(=O)COC(=O)c1c2c(nc3ccccc13)CCC2	-6%	-6%	-23%	-13	-7%	-13%
CCOc1nc2cnccc2n(CC(=O)Nc2cccc(C)c2)c1=O	.	-11%	-26%	-38	-12%	0%
Cc1nnc(Cl)c2nn(-c3ccccc3)c(C)c12	-4%	-1%	-2%	-18	3%	-4%
O=c1oc2cc(O[C@@H]3OC[C@@H](O)[C@H](O)[C@H]3O)ccc2c2ccccc12	-3%	-8%	-13%	-26	-11%	9%
C[n+]1c2n(c3ccccc31)N=C(c1ccccc1)CS2	-15%&-6%	-8%&3%	-7%&-27%	-92*	-17%&-15%	3%&14%
Next part.
SMILES	FBPA Giardia inh	AmpC inh detg	Sm TGR block	HCMV inh	AmpC no deterg	AMA1 RON2 block
O=C1CC(c2ccccc2F)C2=C(COC2=O)N1 (centres undefined)	2%	-1%	4%	131	-15%	2%
COc1cc(O)oc1C=Nc1ccc(C(=O)O)cc1	-6%	?	-10%	-6	-2%	6%
Cc1c(Cl)cccc1NC(=O)CN1C(=O)CCn2nc(-c3cccn3C)cc21	.	10%	-5%	26	.	.
CCc1ccc(-c2csc(NC(=O)c3cccnc3)n2)cc1	-2%	-7%	3%	?	-24%	-2%
Cc1cccc(N(C)S(=O)(=O)c2csc(C(N)=O)c2)c1	4%	-1%	0%	5	-12%	5%
O=[N+]([O-])c1cc2c(cc1/C=N/NS(=O)(=O)c1ccc(Br)cc1)OCO2	-1%	?	-24%	-7	-27%	-12%
COc1ccc(-c2nc(CNS(=O)(=O)c3ccc(F)cc3)cs2)cc1	.	20%	-2%	-73*	.	.
Cc1ccc(NC(=O)CSCc2n[nH]c(=O)[nH]2)c(Br)c1	-6%	-3%	0%	-16	-3%	4%
CCCC[C@]12Cc3cc(C#N)ccc3C(O1)c1c(cc(C)n(Cc3ccccc3)c1=O)O2	-5%[12.9 µM]	?	1%[22.9 µM]	.	-34%[11.4 µM]	.
Cc1cccc(NC(=S)N(CCN2CCOCC2)Cc2cc3cc4c(cc3[nH]c2=O)OCCO4)c1	-6%	-4%	1%	?	179%[activator]	0%
COc1ccc(CNC(=O)C(C)Sc2ccc(S(=O)(=O)N3CCOCC3)cn2)cc1 (centres undefined)	.	-19%	4%	-14	-10%	-11%
CCCn1nc(C(=O)NNC(=O)Cc2ccc(S(=O)(=O)N3CCOCC3)s2)c2ccccc2c1=O	.	-11%	-8%	-5	-25%	58%[activator]
COc1ccc(/C=C/C(=O)Nc2ccccc2C(=O)NCC(c2ccc(OC)cc2)N(C)C)cc1 (centres undefined)	6%	-1%	-3%	-6	96%[activator]	-6%
O=C(O)CCC(=O)c1ccc2c(c1)OCCCO2	9%	-6%	8%	62	-33%	-17%
COc1ccc(CNC(=O)CCSCc2ccccc2Cl)c(OC)c1	4%	-8%	-1%	3	-11%	6%
CCOC(=O)CSc1nc2c(cnn2-c2ccc(F)cc2)c(=O)[nH]1	-19%	-11%	0%	41	-14%	-7%
Cc1cc(C)c(Cn2cnc(-c3ccc([N+](=O)[O-])cc3)c2)c(C)c1	1%	0%	3%	?	-22%	0%
CCOc1ccc(C(=O)Cn2cnnc2C#N)cc1	-3%	?	?	-7	-34%	5%
COc1ccc(CCNC(=O)c2ccc3c(c2)N(Cc2ccccc2)CCS3)cc1OC	.	1%&-9%	0%&0%	0&-28	31%	-21%
CCN(CC(=O)Nc1ccccc1C(F)(F)F)C(=O)CCS(=O)(=O)c1ccc(Cl)cc1	.	-9%	-14%	-20	?	18%
CC(=O)c1cc(NC(=O)c2ccccc2)c(=O)oc1C	1%	-5%	35µM*	11	-21%	7%
Nc1nnnn1/N=C/c1ccc(N2CCCCC2)c([N+](=O)[O-])c1	-3%	?	8%	70	-11%	-5%
Cc1ccc(NC(=O)c2sccc2-n2cccc2)c(C)c1	-4%	-5%	-5%	71	-18%	-11%
Cc1ccc(SCC(=O)Nc2cccc(NC(=O)c3ccco3)c2)cc1	8%	-12%	13%	-33	-13%	-2%
CCN(C(=O)c1cccs1)c1nc(-c2ccc(OC)cc2)cs1	-9%	-10%	-7%	0	-23%	6%

As entered above:
Result for `Cc1ccc(NC(=O)CSCc2n[nH]c(=O)[nH]2)c(Br)c1` in FBPA Giardia inh: -6%
Result for `Cc1cccc(N(C)S(=O)(=O)c2csc(C(N)=O)c2)c1` in FBPA Giardia inh: 4%
Result for `CC(=O)c1cc(NC(=O)c2ccccc2)c(=O)oc1C` in AmpC no deterg: -21%

Sorted by count of non-hydrogen atoms (ascending): part of the list above
SMILES	FBPA Giardia inh	AmpC inh detg	Sm TGR block	HCMV inh	AmpC no deterg	AMA1 RON2 block
O=C(O)CCC(=O)c1ccc2c(c1)OCCCO2	9%	-6%	8%	62	-33%	-17%
Cc1cccc(N(C)S(=O)(=O)c2csc(C(N)=O)c2)c1	4%	-1%	0%	5	-12%	5%
COc1ccc(-c2nc(CNS(=O)(=O)c3ccc(F)cc3)cs2)cc1	.	20%	-2%	-73*	.	.
Cc1ccc(SCC(=O)Nc2cccc(NC(=O)c3ccco3)c2)cc1	8%	-12%	13%	-33	-13%	-2%
Cc1c(Cl)cccc1NC(=O)CN1C(=O)CCn2nc(-c3cccn3C)cc21	.	10%	-5%	26	.	.
CCCC[C@]12Cc3cc(C#N)ccc3C(O1)c1c(cc(C)n(Cc3ccccc3)c1=O)O2	-5%[12.9 µM]	?	1%[22.9 µM]	.	-34%[11.4 µM]	.

Carrying on.
SMILES	FBPA Giardia inh	AmpC inh detg	Sm TGR block	HCMV inh	AmpC no deterg	AMA1 RON2 block
COc1ccc(-c2cn3cc(C(=O)NN)ccc3n2)cc1	-12%	4%	26%	-21	-15%	33%[activator]
CCNC(=S)Nc1cc(Cl)ccc1Oc1ccccc1	-1%	-4%	-6%	-34	-33%	9%
O=C(Nc1cccc(Cl)c1Cl)c1cc(S(=O)(=O)N2CCCc3ccccc32)ccc1F	.	-3%	4%	-16	.	.
COc1cc(OC)cc(C(=O)NC(=S)Nc2cc3oc4ccccc4c3cc2OC)c1	1%	?	?	-30	-16%	-2%
CCCCS(=O)Cc1ccccc1 (centres undefined)	8%	-9%	-5%	-10	-13%	11%
CCCCNC(=O)CSc1nc2n[nH]c(C)c2c(=N)n1-c1ccccc1CC	.	5%	10%	-19	.	.
Cc1ccccc1OCCn1cc(C(=O)O)c2ccccc21	10%	-13%	1%	7	-22%	16%
CCC(=O)c1ccc(OCC(=O)NC2CCCC2)cc1	.	-8%	-4%	-4	-13%	12%[11.6 µM]
OC1C[N+]2(CCCCC2)C1	-3%	?	-4%	-2	-4%	-4%
CCCC1S/C(=N/N=C/c2ccc(OC)cc2)N(Cc2ccccc2)C1=O (centres undefined)	-2%	2%	5%	-14	1%	-18%
Cc1cc(C)cc(N(CC(=O)NC2CCCC2)C(=O)C2(C)CC(=O)N=C3C=CC=CN32)c1 (centres undefined)	5%	-11%	.	-32	-14%	-2%
NC1=NC(=O)/C(=C/c2cn(CCC(=O)O)nc2-c2ccc(Cl)cc2)S1	12%	?	0%	-27	-16%	16%

2 entries picked at random from the list so far:
SMILES	FBPA Giardia inh	AmpC inh detg	Sm TGR block	HCMV inh	AmpC no deterg	AMA1 RON2 block
Cc1cc(C)cc(N(CC(=O)NC2CCCC2)C(=O)C2(C)CC(=O)N=C3C=CC=CN32)c1 (centres undefined)	5%	-11%	.	-32	-14%	-2%
O=C(Nc1cccc(Cl)c1Cl)c1cc(S(=O)(=O)N2CCCc3ccccc32)ccc1F	.	-3%	4%	-16	.	.
